rTrxR1 inhibitor = inhibitors of rat thioredoxin reductase 1. 1% of 390,000 active. recombinant rTrxR1, NADPH fluorescence consumption, selenite substrate. Potency, µM (titrated, usually from 114 µM), for inactives: top-dose activity change, negative = inhibition, actives largely listed as inhibitors. O89049; further: potency means the concentration at half of the fitted maximal effect; on the % scale 0 is the no-effect control and ±100 the full control effect; nearly all actives have a fitted effect of over 65% in size
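Rat TrxR1 (90 nM in the dispensed reagent) was pre-reduced with 400 uM NADPH for 5 min at room temperature, then incubated with compound for 15 min. After 400 uM selenite was added, NADPH fluorescence (Ex 340/Em 450 nm) was followed for 8 min.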
USP1 inh = USP1/UAF1 (human) deubiquitinase inhibition. Potency, µM (titrated, usually from 57.1 µM), without a hit: at the top dose activity change, negative = inhibition, most hits filed as inhibitors. 0.23% of 390,000 active. recombinant USP1/UAF1, Ub-Rhodamine cleavage fluorescence. AID 743255. O94782; further: potency means the concentration at half of the fitted maximal effect; on the % scale 0 is the no-effect control and ±100 the full control effect; nearly all actives have a fitted effect of over 60% in size; inactives centre near -12
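USP1/UAF1 complex at 1 nM was preincubated with compound for 15 min at room temperature, then Ub-Rho substrate (150nM final) was added. Fluorescence (480/540 nm) was read kinetically, 6 reads every 60 seconds.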
D2 agonist = activates the human D2 dopamine receptor. activation, % at 2 µM. 0.53% of 340,000 active. AID 485358. HEK293 T-REx D2 cells, calcium flux agonist mode. P14416;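 active means activation over 3 SD above normal in the single-dose calcium agonist read, cut at about 30% in these data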; further: 0% is about no effect
Target sequence (P14416 whole entry, looked up): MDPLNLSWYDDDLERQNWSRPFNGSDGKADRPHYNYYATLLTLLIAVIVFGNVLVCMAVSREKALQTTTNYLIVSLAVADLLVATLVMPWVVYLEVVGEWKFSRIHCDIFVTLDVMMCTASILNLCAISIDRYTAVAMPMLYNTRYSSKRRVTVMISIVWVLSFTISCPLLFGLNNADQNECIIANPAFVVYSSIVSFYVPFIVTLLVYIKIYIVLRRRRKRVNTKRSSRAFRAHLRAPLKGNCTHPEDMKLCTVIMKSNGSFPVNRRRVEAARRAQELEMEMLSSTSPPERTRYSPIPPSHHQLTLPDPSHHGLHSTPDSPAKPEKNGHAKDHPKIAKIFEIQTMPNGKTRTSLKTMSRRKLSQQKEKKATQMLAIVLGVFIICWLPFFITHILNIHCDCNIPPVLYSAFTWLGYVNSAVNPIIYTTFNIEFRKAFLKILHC
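In this primary screen, compounds producing a positive calcium signal within 180 s of addition to tetracycline-induced, force-coupled HEK293 Trex D2 cells are flagged; cells are dye-loaded with a no-wash calcium kit beforehand.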
D2 antagonist = antagonizes the human D2 dopamine receptor; P14416; HEK293 TREx D2 cells, calcium flux, dopamine EC80; 2% of 340,000 active; inhibition, % at 10 µM; in the data active means inhibition above about 30%; further: 0% is about no effect
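Compounds are added to dye-loaded, induced HEK293 T-REx cells coupled to calcium release via D2; after a 3 min kinetic read an EC80 dopamine stimulus is given and fluorescence is recorded for 3 more min.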
TrxR1 substrate = is turned over as a substrate by rat TrxR1; O89049; purified TrxR1 substrate turnover, NADPH consumption readout; Potency, µM (series often up to 114 µM), for inactives: at the top dose activity change, negative = substrate turnover; 0.01% of 390,000 active; further: potency means the concentration at half of the fitted maximal effect; on the % scale 0 is the no-effect control and ±100 the full control effect; nearly all actives have a fitted effect of over 50% in size
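Rat TrxR1, dispensed at 90 nM, was prereduced with 400 uM NADPH (final) for 5 min at ~22 deg C, then incubated with compound 15 min before 400 uM selenite. A first-read NADPH fluorescence drop versus no-compound background flagged substrates.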
Pin1 inhibitor = blocks the human prolyl isomerase Pin1 | Q13526 | Pin1 FP peptide displacement, HiFluor488, 10 min | Potency, µM (doses to about 115 µM), for the others: at the highest dose activity, negative = inhibition, actives largely listed as inhibitors | 0.009% of 390,000 active | AID 504891; active means well fitted inhibition curve with a large enough effect in the polarisation, with a control signal flat, not every such curve was filed as active; inconclusive means small, poorly fitted or top-dose-only effect, or effect the other way, or a change in a side signal; inactive means no such curve, though single readings can be large or run the other way; the % refers to the polarisation; further: potency means the concentration at half of the fitted maximal effect; on the % scale 0 is the no-effect control and ±100 the full control effect
Target sequence (Q13526 whole entry, looked up): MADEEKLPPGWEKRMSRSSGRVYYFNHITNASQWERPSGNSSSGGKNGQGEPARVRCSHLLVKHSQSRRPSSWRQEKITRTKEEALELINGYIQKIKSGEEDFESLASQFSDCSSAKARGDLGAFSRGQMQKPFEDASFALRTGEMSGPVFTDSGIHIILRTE
TRHR ag = activates the human TRH receptor | P34981 | TRHR cells, calcium flux fluo-8, FDSS agonist mode | activation, % at 2 µM | 0.18% of 360,000 active; in the data active means activation above about 30%; further: 0% is about no effect
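TRHR-expressing cells loaded with fluo-8 calcium dye; 23 nL library compound pin-transferred, kinetic FDSS fluorescence (Ex 480/Em 530) recorded about 180 s for agonist-induced calcium release, before a 10 nM TRH EC20 addition for potentiator mode.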
IDH1 R132H inh = inhibitors of human mutant IDH1 R132H | 0.093% of 390,000 active | AID 602179 | IDH1-R132H enzyme, NADPH consumption, diaphorase/resazurin fluorescence | Potency, µM (top dose mostly 76.6 µM), inactives show at the highest dose activity change, negative = inhibition, most hits filed as inhibitors | O75874; further: potency means the concentration at half of the fitted maximal effect; on the % scale 0 is the no-effect control and ±100 the full control effect; nearly all actives have a fitted effect of over 65% in size
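IDH1-R132H (0.5 ug/mL dispensed) in pH 7.5 Tris buffer was preincubated 30 min with compound, then given a substrate mix of 0.016 mM NADPH and 2 mM alpha-KG for 80 min at room temperature; remaining NADPH was read by diaphorase/resazurin fluorescence.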
TRHR enhancer = allosterically enhances the human TRH receptor; AID 493056; enhancement, % at 2 µM; TRHR cells, fluo-8 calcium fluorescence, EC20 TRH enhancement; 0.66% of 360,000 active; in the data active means enhancement above about 30%; further: 0% is about no effect
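TRHR-expressing cells loaded with fluo-8 calcium dye were read kinetically (ex 480/em 530) during compound addition, then stimulated with an EC20 of TRH (10 nM final). Enhancement of the Gq-mediated intracellular calcium response was scored.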
* = called active by the depositor; ? = inconclusive; . = no result given; [ ] = remark or other dose. Unless noted, the call rests on the fitted dose curve; in most records, active means well fitted inhibition curve with a large enough effect; inconclusive means small, poorly fitted or top-dose-only effect; inactive means no such curve, though single readings can be large or run the other way. A portion of the library (hit frequency here may not be typical).

SMILES	rTrxR1 inhibitor	USP1 inh	D2 agonist	D2 antagonist	TrxR1 substrate	Pin1 inhibitor	TRHR ag	IDH1 R132H inh	TRHR enhancer
Cc1ccc(CNC(=O)CCCN2C(=O)CCn3nc(-c4cn(C)c5ccccc45)cc32)cc1	6.0%[57.1 µM]	5.0%	-1.6	.	-2.4%[57.1 µM]	5.3%	-1.0	-3.4%	1.2
Cc1ccccc1OCC(=O)Nc1nc2ccccc2[nH]1	-7.7%[57.1 µM]	-10.8%	0.2	1.9	5.5%[57.1 µM]	-3.0%	0.4	-0.6%	0.6
Cc1ccc(C(=O)N/C(=C\c2cccs2)C(=O)NCCc2ccccn2)cc1C	21.9%[57.1 µM]	-16.2%	0.2	9.7	11.6%[57.1 µM]	-0.2%	-2.3	14.1%	-1.5
CCCCC(=O)Nc1ccc(C(=O)NNC(=O)c2ccco2)cc1	8.8%	-8.4%	-0.8	-8.8	7.9%	7.4%	1.5	3.9%	-2.3
CCc1nn2c(=O)cc(COc3ccc(/C=C4\C(=N)N5N=C(C)SC5=NC4=O)cc3)nc2s1	-4.0%	-12.8%	-0.9	0.3	-3.9%	?	0.2	15.9%	-0.4
O=C(Cc1ccc2c(c1)CCCC2)Nc1ccc2ccccc2c1	13.6%	-20.6%	-1.1	-12.3	7.1%	1.0%	-2.0	4.1%	2.5
O=C(Cn1nc(N2CCN(c3ccccc3)CC2)ccc1=O)Nc1ccc(F)cc1F	8.2%[57.1 µM]	9.2%	0.0	.	1.8%[57.1 µM]	-1.6%	-0.5	-4.0%	-8.3
CCOC(=O)c1c(C)nc2c(c1-c1cc(OC)c(OC)c(OC)c1)C(=O)c1ccccc1-2	-2.0%[0.457 µM]	-10.1%	-1.2	-2.5	-10.1%	5.6%	-0.5	2.3%	-1.6
CCCN1C(=O)c2ccccc2NC1c1cc(OC)c(OC)c(OC)c1 (stereo not drawn)	-0.7%	-6.1%	.	.	177.2%[activator]	-1.9%	0.4	6.5%	-5.8
Cn1c(C(C#N)C(=O)Cc2cccc3ccccc23)nc2ccccc21 (stereo not drawn)	-9.1%[57.1 µM]	-2.7%	0.4	-14.0	12.1%[57.1 µM]	1.0%	-0.4	0.7%	18.5
COc1ccccc1Cc1noc(COc2cccc(C)c2C)n1	-15.7%	-0.5%	.	.	-13.0%	0.9%	0.0	1.2%	6.3
CSc1ccccc1NC(=O)COC(=O)CCCOc1ccc(C)cc1	-7.5%	-11.2%	-0.2	5.1	-5.3%	6.7%	0.0	-1.6%	1.3
Cc1cc(C)nc(NC(N)=NC2CCCCC2)n1	8.8%	-12.8%	-0.8	-1.7	-1.4%	-2.0%	-0.1	0.7%	22.5
COc1ccc(S(=O)(=O)N2CCN(C(=O)c3cc(-c4ccc(C)cc4)n[nH]3)CC2)cc1	7.2%[57.1 µM]	-18.3%	0.0	-7.3	-1.0%[57.1 µM]	43.7%[activator]	-0.3	10.7%	0.3
CN(C)CCCNC(=O)/C=C/c1ccc(OCc2c(F)cccc2Cl)cc1	0.7%	-1.2%	-1.1	-3.0	-2.2%	2.5%	0.0	-10.7%	2.8
O=C(CN1CCSc2ccccc21)N1CCN(c2cccc(Cl)c2)CC1	13.7%[57.1 µM]	-19.3%	2.0	.	-4.2%[57.1 µM]	23.8%	0.1	-5.2%	-0.7
COc1ccc(C)cc1NC(=O)C/C(C)=N/NC(=O)Cc1cccc2ccccc12	11.6%	-18.5%	-0.3	3.4	-0.1%	-5.8%	0.6	-3.4%	1.0
O=C(NCCCN1CCN(c2ccc(F)cc2)CC1)Nc1ccc(Cl)cc1	6.6%	-6.8%	3.9	.	-5.9%	-2.4%	1.8	-1.2%	-4.8
Cc1cccc(CNC(=O)c2cnc3sc(N4CCOCC4)nn3c2=O)c1	-7.8%[57.1 µM]	-23.5%	.	.	27.2%[57.1 µM]	8.4%	-0.9	-2.9%	29.8
COc1ccc(NC(=O)C2CCCN(S(=O)(=O)c3c(C)n[nH]c3C)C2)cc1 (stereo not drawn)	5.3%	2.1%	0.4	-4.8	0.1%	0.0%	-0.1	-3.5%	6.1
COc1cccc(/C=N/NC(=O)CCc2c(C)n[nH]c2C)c1O	16.3%	-24.9%	0.4	7.6	3.1%	-2.1%	0.1	-7.9%	-0.5
CCCn1nc2cc(C(=O)NCc3ccc4c(c3)OCO4)ccc2c1OCC	19.7%	?	-0.3	-12.6	69.7%[activator]	-4.1%	-0.5	3.1%	-2.4
NS(=O)(=O)c1ccc(NC(=O)CSc2ccccn2)cc1	8.2%[57.1 µM]	-7.3%	-1.0	-10.2	7.6%[57.1 µM]	0.7%	-0.1	6.2%	5.0
O=C(Nc1nnc(-c2cccs2)s1)c1cccc(F)c1	18.5%[57.1 µM]	-16.9%	0.8	-27.1	10.0%[57.1 µM]	0.5%	1.3	6.6%	-1.9
COC(=O)c1ccc(N2CCN(C(=O)C3CC3)CC2)c([N+](=O)[O-])c1	-13.3%	-14.2%	0.7	-3.1	-7.7%	-2.2%	0.9	4.9%	-0.5
COc1ccc(S(=O)(=O)N2CCC(C(=O)NCCN3CCOCC3)CC2)cc1OC	16.9%[57.1 µM]	-7.2%	0.3	-9.0	-7.5%	-2.8%	1.5	1.4%	12.6
Cc1ccc(N2C(=O)C3C4C=CC(C4)C3C2=O)cc1C (stereo not drawn)	14.3%	-3.6%	-0.2	7.5	5.6%	1.1%	-0.1	-0.3%	-9.5
COC(=O)c1cc(-c2cccc(OC)c2)n[nH]1	-2.4%	-16.0%	0.0	17.8	-3.3%	-0.3%	-0.2	0.0%	-0.1

Laid out differently: results already given.
COc1ccc(S(=O)(=O)N2CCN(C(=O)c3cc(-c4ccc(C)cc4)n[nH]3)CC2)cc1
- rTrxR1 inhibitor = 7.2%[57.1 µM]
- USP1 inh = -18.3%
- D2 agonist = 0.0
- D2 antagonist = -7.3
- TrxR1 substrate = -1.0%[57.1 µM]
- Pin1 inhibitor = 43.7%[activator]
- TRHR ag = -0.3
- IDH1 R132H inh = 10.7%
- TRHR enhancer = 0.3
CN(C)CCCNC(=O)/C=C/c1ccc(OCc2c(F)cccc2Cl)cc1
- rTrxR1 inhibitor = 0.7%
- USP1 inh = -1.2%
- D2 agonist = -1.1
- D2 antagonist = -3.0
- TrxR1 substrate = -2.2%
- Pin1 inhibitor = 2.5%
- TRHR ag = 0.0
- IDH1 R132H inh = -10.7%
- TRHR enhancer = 2.8

Part of the list above, showing only D2 antagonist, IDH1 R132H inh and Pin1 inhibitor.
| compound | D2 antagonist | IDH1 R132H inh | Pin1 inhibitor |
| --- | --- | --- | --- |
| Cc1ccc(CNC(=O)CCCN2C(=O)CCn3nc(-c4cn(C)c5ccccc45)cc32)cc1 | . | -3.4% | 5.3% |
| Cc1ccccc1OCC(=O)Nc1nc2ccccc2[nH]1 | 1.9 | -0.6% | -3.0% |
| Cc1ccc(C(=O)N/C(=C\c2cccs2)C(=O)NCCc2ccccn2)cc1C | 9.7 | 14.1% | -0.2% |
| CCCCC(=O)Nc1ccc(C(=O)NNC(=O)c2ccco2)cc1 | -8.8 | 3.9% | 7.4% |
| CCc1nn2c(=O)cc(COc3ccc(/C=C4\C(=N)N5N=C(C)SC5=NC4=O)cc3)nc2s1 | 0.3 | 15.9% | ? |
| O=C(Cc1ccc2c(c1)CCCC2)Nc1ccc2ccccc2c1 | -12.3 | 4.1% | 1.0% |
| O=C(Cn1nc(N2CCN(c3ccccc3)CC2)ccc1=O)Nc1ccc(F)cc1F | . | -4.0% | -1.6% |

Structural class: the compounds so far containing a thiophene ring, fused or not (two)
SMILES	rTrxR1 inhibitor	USP1 inh	D2 agonist	D2 antagonist	TrxR1 substrate	Pin1 inhibitor	TRHR ag	IDH1 R132H inh	TRHR enhancer
Cc1ccc(C(=O)N/C(=C\c2cccs2)C(=O)NCCc2ccccn2)cc1C	21.9%[57.1 µM]	-16.2%	0.2	9.7	11.6%[57.1 µM]	-0.2%	-2.3	14.1%	-1.5
O=C(Nc1nnc(-c2cccs2)s1)c1cccc(F)c1	18.5%[57.1 µM]	-16.9%	0.8	-27.1	10.0%[57.1 µM]	0.5%	1.3	6.6%	-1.9

Compound activity as filed in PubChem BioAssay.
